Screening data: PubChem BioAssay, National Center for Advancing Translational Sciences (NCATS)
HT1080 IDH1KD tx: HT-1080 IDH1 knockdown cell toxicity (counter line) | HT-1080 IDH1 knockdown viability, ATP luminescence, 48 h | Potency, µM (highest dose often 46.1 µM), inactives show top-dose activity, negative = toxicity, most hits filed as cytotoxic | actives 2% (n = 360,000);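 also: 0% = DMSO wells and -100% = cell-free medium wells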
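IDH1KD HT-1080 cells, 750/well, RPMI + 5% FBS; compound pinned after 2 h settling; 48 h, 37 °C; CellTiter-Glo luminescence; % activity normalised to DMSO and no-cell wells; curves fitted, classed by r2 and efficacy.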
SW480 rereplic: DNA re-replication induction in SW480 cells; actives 1.8% (n = 340,000); Potency, µM (titrated, usually from 46.1 µM), without a hit: top-dose re-replication activation, hits mostly activators; SW480 DNA re-replication, Hoechst DNA content imaging, 48 h; also: % of control where 0% means no effect; nearly all actives have a fitted effect of over 55% in size
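Image-based DNA-content assay: after two days of treatment, nuclei were labelled with the DNA dye Hoechst and imaged, and hits were compounds raising the count of nuclei showing high fluorescence intensity.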
KB-V1 cytotox: kills drug-selected multidrug resistant KB-V1 cells; KB-V1 MDR cells viability, CellTiter-Glo, 72 h; Potency, µM (titrated, usually from 46.1 µM), inactives show at the top dose activity change, negative = cytotoxicity, actives largely listed as cytotoxic; actives 3.4% (n = 400,000); AID 1347076; also: % is scaled to controls: 0 for no effect and ±100 for the full control effect; nearly all actives have a fitted effect of over 60% in size
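Luminescent ATP read-out (CellTiter-Glo, 10 min) measures survival of drug-selected KB-V1 MDR cells after 72 h, 37 degrees C compound exposure. Medium: phenol-red-free DMEM, 10% FBS. Values from fitted concentration-response curves.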
GLP-1R agonist: agonists of human GLP-1 receptor. P43220. HEK293 GLP-1R CRE-luciferase, luminescence, 4-6 h; cells express a hypersensitive GLP-1R form. Potency, µM (highest dose often 45.6 µM), for inactives: at the highest dose activation, most hits filed as activators. actives 0.007% (n = 380,000). AID 624172; also: % of control where 0% means no effect
Target sequence (P43220 whole entry, looked up): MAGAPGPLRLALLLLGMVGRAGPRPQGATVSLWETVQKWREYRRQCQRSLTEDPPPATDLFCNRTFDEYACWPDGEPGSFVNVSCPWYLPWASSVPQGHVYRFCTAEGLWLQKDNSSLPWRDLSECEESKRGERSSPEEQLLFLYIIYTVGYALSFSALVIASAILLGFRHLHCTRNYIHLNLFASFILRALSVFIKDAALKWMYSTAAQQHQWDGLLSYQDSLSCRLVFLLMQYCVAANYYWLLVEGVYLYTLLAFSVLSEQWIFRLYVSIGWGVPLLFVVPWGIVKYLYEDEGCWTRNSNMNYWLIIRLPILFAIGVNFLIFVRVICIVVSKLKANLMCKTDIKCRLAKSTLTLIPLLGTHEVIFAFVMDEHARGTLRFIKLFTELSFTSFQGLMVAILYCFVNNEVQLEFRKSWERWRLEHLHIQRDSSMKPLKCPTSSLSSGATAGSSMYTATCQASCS
HEK293 tox: cytotoxicity counter-screen for GLP-1 receptor inverse agonists; HEK293 cAMP-luciferase reporter cells, luminescence, 24 h; Potency, µM (top dose mostly 38.3 µM), inactives show at the highest dose activity change, negative = inhibition, most hits filed as inhibitors; actives 0.13% (n = 410,000); AID 624418;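 also: loss of luciferase light is scored as toxicity; % is scaled to controls: 0 for no effect and ±100 for the full control effect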
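Luminescence readout: signal drop marks cytotoxicity. Plated cells grew 12 h at 37 °C, 5% CO2, received 23 nL compound for 24 h, then got luciferase reagent, read after 12 min at RT.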
KB-3-1 tox: KB-3-1 parental cell cytotoxicity | KB-3-1 viability, CellTiter-Glo ATP luminescence, 72 h | Potency, µM (series often up to 46.1 µM), for inactives: top-dose activity change, negative = cytotoxic, hits mostly cytotoxic | actives 1.4% (n = 400,000); also: % is scaled to controls: 0 for no effect and ±100 for the full control effect; nearly all actives have a fitted effect of over 60% in size
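Parental KB-3-1 viability, qHTS format: 72 h compound exposure, 37 °C; CellTiter-Glo; media-only wells and DMSO plates as controls; concentration-effect fits on corrected data.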
HT1080NT lethal: kills 2HG-producing HT-1080-NT fibrosarcoma cells. HT-1080-NT fibrosarcoma viability, CellTiter-Glo ATP luminescence, 48 h. actives 1.6% (n = 360,000). AID 686970. Potency, µM (titrated, usually from 46.1 µM), inactives show at the highest dose activity, negative = less viability, hits mostly cytotoxic;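 also: NT is the 2HG producing partner of a matched IDH1 knockdown line; 0% = DMSO-treated cells and -100% = media-only wells without cells; nearly all actives have a fitted effect of over 55% in size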
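Compounds were tested in concentration-response format on HT-1080-NT cells for 48 hours at 37 degrees C. Cell viability came from CellTiter-Glo luminescence; curves were classified by r2, response magnitude and activity.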
GLP-1R inv ag: inverse agonists of human GLP-1 receptor. P43220. HEK293 GLP-1R CRE-luciferase, luminescence, 24 h; GLP-1R form is constitutively active. Potency, µM (doses to about 38.3 µM), for inactives: at the top dose activity change, negative = inhibition, hits mostly inhibitors. actives 1.6% (n = 410,000). AID 624417; also: % is scaled to controls: 0 for no effect and ±100 for the full control effect; nearly all actives have a fitted effect of over 55% in size
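HEK293 cells stably co-expressing constitutively active GLP-1R and a cAMP-responsive luciferase reporter were seeded in DMEM with 10% Nu serum, given compounds after 12 h, and incubated 24 h at 37 deg C. Luminescence was then read.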
TDP43 rescue: TDP-43 toxicity inhibition in yeast; AID 652104; Potency, µM (doses to about 46.1 µM), inactives show at the highest dose growth rescue (activation), actives largely listed as activators; actives 1.8% (n = 410,000); TDP-43 expressing yeast growth rescue, BacTiter-Glo, 24 h; also: % of control where 0% means no effect; nearly all actives have a fitted effect of over 50% in size
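Yeast cells expressing TDP-43 under galactose induction are exposed to compounds for 24 hr at 30 deg C. BacTiter-Glo luminescence measures growth, so protective compounds score as activators.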
* marks the source's active call; other numbers are inactive results; ? = inconclusive; nt = not tested or not shown; & = joins results of further samples; [ ] = another dose, or the depositor's remark. Calls follow the shape of the dose curve; as a rule, active = well fitted curve in the direction sought with a large enough effect; inconclusive = small, poorly fitted or top-dose-only effect, or another doubt; inactive = no such curve, though single readings can be large; an effect the other way counts as inactive or inconclusive. Potency is read from the fitted curve at half-maximal effect.

Structure	HT1080 IDH1KD tx	SW480 rereplic	KB-V1 cytotox	GLP-1R agonist	HEK293 tox	KB-3-1 tox	HT1080NT lethal	GLP-1R inv ag	TDP43 rescue
CCc1ccc(S(=O)(=O)Nc2ccc(-c3ccc4nncn4n3)cc2)s1	-14%	-1%	-28%	6%	21%	11%	-4%	33%	23%
O=C(CCc1ccccc1)N1CCN(c2ccccc2F)CC1	2%	-4%	20%	2%	20%	5%	11%	14%	-1%
CN(c1ccccc1)S(=O)(=O)c1cccc(NC(=O)CSc2nnc(C3CC3)n2C)c1	-12%	-13%	-3%	-4%	1%	16%	-1%	-12%	14%
Cc1ccccc1CNCCSc1nnnn1C	nt	nt	0%	1%	-11%	19%	nt	6%	17%
c1cc(CN2CCCCC2)cc(OCCCNc2nc3ccccc3s2)c1	?	?	?	26%&1%	-26%	-7%	?	?	17%
CCc1cccc(NC(=O)C2CCCN(S(=O)(=O)c3cccnc3)C2)c1 (centres undefined)	-4%	-10%	-6%	-3%	-19%	-14%	-1%	?	1%
COc1ccc(-c2nc3cnccn3c2NCc2ccccc2)cc1SC1CCCCC1	-21%	?	17%	-5%	149%[activator]	-5%	-11%	?	?
COC(=O)c1cc(C)nc2c1c(=O)nc(SCc1ccccc1Cl)n2C1CC1	nt	nt	-5%	nt	-7%	0%	nt	0%	12%
COc1ccc(S(=O)(=O)N2CCC(NC(=O)C3CCCCC3)CC2)cc1	5%	-5%	-22%	0%	4%	-8%	5%	11%	7%
Cc1ccc(N(Cc2ccco2)C(=O)c2cccc(S(=O)(=O)N(C)C)c2)cc1	1%	-4%	?	12%	-12%	8%	-7%	-29%	25%
COc1ccc(C2CC(=O)Oc3cc4c(cc32)OCO4)cc1 (centres undefined)	15%	27%[9.22 µM]	-4%	6%	-8%	-5%	10%	13%	?
Cc1ccc(N2C(=O)NC(NC(=O)C(C)(C)C)(C(F)(F)F)C2=O)cc1C (centres undefined)	19%	-5%	17%	-1%	6%	-15%	15%	5%	-1%
COC(=O)c1cc(NC(=O)Cc2cccs2)cc(C(=O)OC)c1	-4%	-6%	16%	-4%	5%	6%	-8%	3%	-2%
Cn1cccc1CNC(=O)Nc1ccc(Cl)cc1	-6%	-2%	-1%	6%	-6%	-12%	13%	?	-6%
CCOC(=O)N1CCN(C(=S)NC(C)(C)C)CC1	4%	-2%	2%	2%	-9%	-1%	1%	-10%	7%
CC(=O)NC1C(Oc2cccc(C)c2)OC2COC(c3ccco3)OC2C1O (centres undefined)	5%	-3%	0%	-1%	-16%	10%	4%	3%	6%
Cc1cccn2c(=O)c3cc(C(=O)N4CC(C)CC(C)C4)sc3nc12 (centres undefined)	-16%	8%	?	9%	20%	3%	-3%	1%	7%
CCOc1ncccc1C(=O)NCCc1ccc(OC)cc1	?	?	?	29%	-28%	?	?	-30%	25%
CN(C)C(=O)C1Cc2ccccc2CN1S(=O)(=O)c1ccc(F)cc1 (centres undefined)	-7%	-6%	6%	3%	8%	-3%	-9%	14%	10%
O=C(O)c1ccccc1C(=O)NC1CCN(c2nccc(C(F)(F)F)n2)CC1	13%	-2%	?	12%	5%	8%	11%	0%	5%
NC(=O)c1ccc(NC(=O)CSc2cn(CC(=O)N3CCOCC3)c3ccccc23)cc1	11%	12%	7%	-3%	0%	-20%	5%	8%	5%
COC(=O)CSc1nc(-c2ccc(C)cc2)c2c(c1C#N)CCCC2	13%	8%	-13%	-2%	-1%	-2%	2%	?	3%
CC(=O)c1cc(C(C)=O)c(C)nc1C	4%	?	5%	0%	-12%	5%	1%	3%	23%
COc1ccc(-n2c(=O)c3ccccc3n(Cc3cccc(C)c3)c2=O)cc1	nt	nt	-14%	1%	4%	1%	nt	9%	2%
O=C(COC(=O)c1cccnc1Cl)c1ccc(F)cc1	25%	-9%	9%	12%	-1%	9%	15%	1%	0%[1.82 µM]
Cc1cc(C(=O)NCC(=O)O)c(C)o1	8%	-4%	10%	-1%	5%	5%	-5%	-14%	-1%
COc1ccccc1NC(=S)N1CCN(Cc2ccccc2)CC1	11%	7%	15µM*	0%	-12%	?	21%	-9%	16%
Cc1ccc(-n2nc3c(N4CCC(C(=O)N5CCC(C)CC5)CC4)nnc(C)c3c2C)cc1	nt	nt	3%	nt	6%	-1%	nt	1%	-2%
CC1CN(c2ccc([N+](=O)[O-])cc2Cl)CCN1S(C)(=O)=O (centres undefined)	-20%	?	?	2%	-14%	-17%	-12%	-21%	15%
COc1ccccc1NC(=O)CCCC(=O)OCC(=O)c1ccc(F)cc1	4%	-7%	?	3%	-13%	1%	14%	6%	?
O=C(CSC1=NCCS1)NC1CCCCC1	15%	0%	0%	-3%	4%	0%	13%	4%	16%
CCCOc1ccccc1OCC(=O)N1CCN(S(=O)(=O)c2ccc(Cl)cc2)CC1	-11%	9%	0%	14%	-4%	6%	0%[9.24 µM]	?	0%
C/C(=N\OCC(=O)Nc1ccccc1C(C)(C)C)c1ccc2c(c1)OCCO2	0%	-6%	1%	-2%	7%	-7%	-23%	?	26%
CN(Cc1cnn(C)c1)Cc1nc(C(c2ccccc2)c2ccccc2)no1	2%	4%	-17%	-2%	5%	-4%	3%	-28%	-28%
COCCCNCC(=O)Nc1ccc(OC(F)(F)F)cc1	2%	?	7%	1%	-27%	3%	-2%	-24%	23%
CCCn1c(CCC(=O)O)nc2cc(S(=O)(=O)N(CC)CC)ccc21	7%	-1%	0%	1%	4%	6%	0%	17%	5%
OCC[C@H]1C[C@H](O)[C@@H](O)[C@@]2(Cc3ccccc3CCO2)O1	5%	-7%	?	3%	5%	16%	5%	10%	13%
COc1ccc(Cn2c(SCC#N)nc3ccc(N4CCOCC4)cc3c2=O)cc1	-16%	1%	-25%	?	-4%	-10%	-20%	8%	8%
Cn1nnnc1SCC(=O)Nc1ccccc1C(N)=O	-1%	2%	-10%	-7%	6%	7%	1%	14%	-13%
O=S(=O)(N/N=C/c1ccc(OC2CSC2)cc1)c1ccccc1	3%	-5%	15%	10%	9%	16%	-3%	-3%	4%
O=C(NCc1cccc(F)c1)c1[nH]c(C(F)(F)F)nc1-c1ccccc1	-18%	nt	?	-1%	-2%	-17%	?	2%	-8%
COc1ccc(OC)c(S(=O)(=O)Nc2cccc(-c3ccc(N4CCCCCC4)nn3)c2)c1	-4%	-19%	-7%&-11%	12%	-10%&-4%	?	?	?	8%&16%
Nn1c(SCC(=O)NCc2ccc3c(c2)OCO3)nnc1C(F)(F)F	3%	-37%	0%	-1%	-7%	12%	-2%[9.24 µM]	17%	9%
O=C(Nc1nnc(SCc2ccc(Cl)cc2)s1)C1CCCO1 (centres undefined)	-2%	-33%[inhibitor]	-5%	6%	17%	-2%	-2%	-16%	?
COc1ccc(C2SCC(=O)N2CCCN(C)C)cc1 (centres undefined)	22%	5%	10%	-15%	2%	?	20%	-11%	1%
CC1(C(=O)NS(=O)(=O)c2cccs2)CCN1C(=O)CC1CCCCC1 (centres undefined)	16%	nt	-15%	0%	5%	0%	19%	0%	-7%
CN(Cc1ccccc1)c1nc2c(c(=O)[nH]c(=O)n2C)n1CCOc1ccccc1	?	1%	?	20%	-23%	-7%	-20%	7%	-1%
Cc1nnc(NC(=O)CCC(=O)NC2CCCCCCC2)s1	11%	-8%	-7%	0%	0%	-4%	10%	10%	1%
COC(=O)c1sccc1NC(=S)Nc1ccc(F)cc1F	0%	-5%	-11%	6%	4%	-15%	-10%	12%	21%
Cc1ccc2c(c1)C(c1ccncc1)=NNC(c1ccc(F)cc1)=N2	-5%	-4%	-5%	17%	-3%[7.66 µM]	-1%	1%	1%[7.66 µM]	0%[9.22 µM]

Arranged by count of non-hydrogen atoms (highest first): 3 of the compounds above
Structure	HT1080 IDH1KD tx	SW480 rereplic	KB-V1 cytotox	GLP-1R agonist	HEK293 tox	KB-3-1 tox	HT1080NT lethal	GLP-1R inv ag	TDP43 rescue
Cc1ccc(-n2nc3c(N4CCC(C(=O)N5CCC(C)CC5)CC4)nnc(C)c3c2C)cc1	nt	nt	3%	nt	6%	-1%	nt	1%	-2%
C/C(=N\OCC(=O)Nc1ccccc1C(C)(C)C)c1ccc2c(c1)OCCO2	0%	-6%	1%	-2%	7%	-7%	-23%	?	26%
COCCCNCC(=O)Nc1ccc(OC(F)(F)F)cc1	2%	?	7%	1%	-27%	3%	-2%	-24%	23%

(continued)
Structure	HT1080 IDH1KD tx	SW480 rereplic	KB-V1 cytotox	GLP-1R agonist	HEK293 tox	KB-3-1 tox	HT1080NT lethal	GLP-1R inv ag	TDP43 rescue
COc1ccccc1NC(=O)Cn1c(=O)n(Cc2ccccc2)c(=O)c2ccccc21	nt	nt	0%	nt	-2%	12%	nt	2%	18%
COCCOc1cc(NC(=O)CS(=O)CC(=O)N(C)C)c(Cl)cc1Cl (centres undefined)	5%	2%	?	4%	1%	?	7%	2%	-13%
CN(Cc1c(F)cccc1Cl)C(=O)c1ccc(NC(=O)CC2SC(N3CCCCC3)=NC2=O)cc1 (centres undefined)	-18%	8%	-9%	9%	-4%	-15%	-29%	-4%	-29%
O=C(c1ccco1)N1CCN(Cc2nc3ccccc3c(=O)n2-c2ccc(F)cc2)CC1	-14%	0%	?	9%	-19%	11%	5%[9.24 µM]	-5%	-18%
COCCCNC(=O)C1CCN(Cc2nc(-c3ccc(OC)c(OC)c3)oc2C)CC1	nt	nt	9%	nt	2%	12%	nt	11%	9%
O=C(Nc1c(F)cc(F)cc1Br)c1cc(-c2ccc(O)cc2)on1	0%	2%	-5%	2%	-9%	-28%	11%	79%[activator]	11µM*
COc1ccc(-c2noc(CCC(=O)N3CCN(c4ccccc4)CC3)n2)cc1	8%	-17%	0%	0%	7%	0%	6%	12%	26%
O=C(Nc1ccc([N+](=O)[O-])cc1)c1cn(-c2ccccc2)nc1-c1cc2ccccc2o1	-3%	-83%[inhibitor]	?	-9%	-7%	-22%	-1%	4%	-7%

Compounds were not picked by outcome. About 9.4% of those tested had a hit in this group.
